Screening results from PubChem.
CRFBP-R2 agonist: agonists of human CRF-binding protein/CRF-R2 receptor complex | HEK293 CRF-R2/CRF-BP, calcium dye fluorescence (FLIPR); percent of saturating CRF peptide response | actives 0.46% (n = 350,000) | activation, % at 13.2 µM | AID 588473;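 active = activation of at least 50%, plus an integration ratio under a set limit after plate pattern correction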;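 also: plate controls were neutral control wells without compound for no effect and CRF at EC100 for full effect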
pCIP destab: p/CIP protein destabilization | decrease of EGFP signal, % at 10 µM | F442A p/CIP-EGFP cells, EGFP fluorescence, 16 h | Q05BA5 | actives 0.01% (n = 290,000);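 active = EGFP signal decrease of at least 30% at 10 µM or well 3 SD below plate mean, unless failing retest; inactive = the rest, including hits failing retest or dose response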; also: some compounds called inactive have numbers as strong as hits; many of its hits are not listed in these tables
CRFR2-BP antag: antagonists of CRF-binding protein/CRF-R2 receptor complex; HEK293 CRF-R2/CRF-BP, CRF-induced calcium fluorescence; actives 0.59% (n = 350,000); inhibition, % at 11.8 µM;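 active = inhibition of the ligand-induced calcium signal above about 50% at the single tested concentration, limit read from the data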
IDE cell inh: inhibits human insulin-degrading enzyme in HEK cells. P14735. actives 0.41% (n = 320,000). inhibition, % at 5.59 µM. FAbetaB cleavage, fluorescence polarization. AID 434962;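 active = percent inhibition above the average of all tested compounds plus 3 SD, set per screening campaign, cut at about 16% in these data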;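 also: IDE supplied by intact live HEK cells; FP after avidin binding of uncleaved biotin substrate so inhibition keeps polarization high; 0% = DMSO wells and 100% = 60 µM reference IDE inhibitor Ii1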
MEKK3 PB1 HTS: raises or lowers MEK5 binding to the human MEKK3 PB1 domain; bead-based flow cytometry, Alexa488-MEK5 binding to MEKK3; actives lie on both sides; 0 = blocked by unlabeled MEK5, 100 = vehicle; binding response (% of control), % at 10 µM; actives 1.4% (n = 290,000); AID 1529;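 active = binding response more than 3 SD above or below the average of its plate-row segment, actives on both sides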;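 also: Alexa488 bead fluorescence after subtracting the streptavidin-only scavenger bead signal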
PHOSPHO1 block: blocks human PHOSPHO1 phosphatase activity; inhibition, % at 13.3 µM; AID 1565; recombinant PHOSPHO1, absorbance phosphatase assay; actives 1.1% (n = 290,000); in the data active = inhibition above about 60%
Target sequence (Q8TCT1 whole entry, looked up): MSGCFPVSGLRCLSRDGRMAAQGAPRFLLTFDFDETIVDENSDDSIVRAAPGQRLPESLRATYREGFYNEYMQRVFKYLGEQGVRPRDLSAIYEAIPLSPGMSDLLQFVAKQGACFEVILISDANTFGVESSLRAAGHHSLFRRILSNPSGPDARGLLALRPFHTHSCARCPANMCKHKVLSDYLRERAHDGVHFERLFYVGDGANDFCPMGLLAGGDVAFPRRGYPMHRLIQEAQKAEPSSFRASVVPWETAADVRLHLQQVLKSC
GalR3 antagonist: human GalR3 antagonism; HEK293 GalR3-CNG cAMP membrane potential fluorescence; galR3 body fused to GalR1 C-terminus; inhibition, % at 3 µM; actives 0.44% (n = 360,000);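 active = inhibition above the screen-wide average plus 3 SD, cut at about 13% in these data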;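 also: forskolin and galanin both at EC90 stimulate the cells; cAMP rise reported by CNG channel membrane potential dye signal; 0% = forskolin plus galanin with DMSO and 100% = forskolin alone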
M4 PAM: positive allosteric modulators of human muscarinic M4 receptor. P08173. CHO-K1 hM4/Gqi5, Fluo-8 calcium fluorescence, ACh EC20; 0% = ACh EC20, 100% = maximal ACh. activation, % at 3 µM. actives 0.4% (n = 360,000);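 active = activation above its plate's cutoff, the mean activation of sample wells plus 3 SD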; also: some results filed as inactive read as strong as hits
Target sequence (P08173 whole entry, looked up): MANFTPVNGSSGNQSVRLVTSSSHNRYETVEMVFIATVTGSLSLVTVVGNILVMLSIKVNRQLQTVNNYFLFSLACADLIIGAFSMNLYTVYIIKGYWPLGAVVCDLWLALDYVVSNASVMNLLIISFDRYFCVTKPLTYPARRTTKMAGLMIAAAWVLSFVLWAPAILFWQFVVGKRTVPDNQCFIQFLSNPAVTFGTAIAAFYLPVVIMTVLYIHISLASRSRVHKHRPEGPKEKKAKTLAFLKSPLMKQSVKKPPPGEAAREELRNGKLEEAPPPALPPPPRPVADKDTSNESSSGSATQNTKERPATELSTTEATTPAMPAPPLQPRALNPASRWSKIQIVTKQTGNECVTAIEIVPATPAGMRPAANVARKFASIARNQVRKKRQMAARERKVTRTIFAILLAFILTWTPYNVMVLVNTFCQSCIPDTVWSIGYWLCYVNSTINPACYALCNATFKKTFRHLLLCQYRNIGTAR
IDE cell activ: boosts human insulin-degrading enzyme activity in HEK cells. P14735. FAbeta-B cleavage, fluorescence polarization; 0% vehicle, 100% cell-free pure enzyme wells. activation, % at 5.96 µM. actives 0.073% (n = 340,000);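 active = activation above the mean of all tested compounds plus 3 SD, set per screening campaign, cut at about 17% in these data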
The depositor's hits bear a star; . = no result given; [ ] = remark or other dose.

| CRFBP-R2 agonist | pCIP destab | CRFR2-BP antag | IDE cell inh | MEKK3 PB1 HTS | PHOSPHO1 block | GalR3 antagonist | M4 PAM | IDE cell activ | SMILES |
| --- | --- | --- | --- | --- | --- | --- | --- | --- | --- |
| -1.8 | -1 | -4 | 2 | 96 | 16 | . | 1 | -3 | O=C(CCc1nc(-c2ccccc2)no1)NCCc1ccccc1 |
| 2.4 | 0 | -19 | . | 96 | 37 | 1 | -2 | 3 | Cc1ccc(NC(=O)NC2CCCCCCC2)cc1 |
| -2.4 | 4 | 12 | -2 | 105 | -3 | -4 | 7 | 4 | Cc1nc2ccccc2n1CC(=O)NN |
| -0.8 | -11 | 0 | -2 | 97 | 5 | 0 | 6 | 7 | Cc1noc(C)c1C(=O)NCCCc1ccccc1 |
| -0.9 | 0 | -3 | 0 | 131* | 38 | 0 | 1 | 5 | COc1cccc(C(=O)NC(=S)Nc2ccc(Cl)cc2C(=O)O)c1 |
| -3.3 | -13 | -6 | 4 | 103 | 4 | -4 | 0 | 0 | O=C(COc1ccccc1)NCC(=O)N/N=C/c1ccc(Br)cc1 |
| -1.2 | -8 | 0 | -3 | 100 | 13 | -5 | -1 | 5 | O=C(Oc1ccccc1C(=S)N1CCOCC1)c1ccccc1 |
| -3.4 | -20 | 5 | 1 | 96 | 6 | -8 | 4 | 1 | COc1ccc(NCc2nnc(SCC(=O)Nc3ccccc3OC)o2)cc1 |
| 3.4 | -7 | -3 | 4 | 83 | -1 | -6 | -4 | -2 | CCN(CC)C(=O)c1c(C)[nH]c(=S)c(C#N)c1-c1ccco1 |
| -2.2 | . | 7 | -3 | . | . | 0 | 13 | 4 | CC(=O)NC(C)c1cc(Cl)c2cccnc2c1O (centres undefined) |
| 0.5 | -9 | -6 | -2 | 97 | -1 | -10 | -8 | -1 | COc1cccc(N/C(N)=N/c2nc(C(F)(F)F)cc(=O)[nH]2)c1 |
| -0.2 | . | -8 | . | . | . | -6 | 5 | . | COC(=O)[C@H]1C[C@H](OC(=O)Nc2cccs2)[C@@]2(O)CN(S(=O)(=O)c3ccc(C)cc3)CC2[C@H]1C(=O)OC (some centres undefined) |
| 3.4 | -7 | -37 | -3 | 107 | 48 | -2 | -2 | 1 | Cc1ccc(Nc2nc3ccc(Cl)cc3n3cnnc23)cc1F |
| -5.1 | -2 | 0 | 6 | 101 | 18 | -8 | 1 | -3 | Cc1cccc(NC(=O)c2ccc(S(=O)(=O)N3CCCC3)cc2)c1C |
| . | -18 | . | -3 | 105 | 0 | -5 | . | . | CCOC(=O)N1CCC(N(CCN(C)C)C(=S)Nc2ccc(OCC)cc2)CC1 |
| -1.4 | -4 | -28 | -6 | 96 | 9 | -5 | 4 | -2 | CC1(C)C(N(O)C(=O)Nc2ccc(Cl)cc2)N(c2ccc(Cl)cc2)C(=O)N1CC(=O)NN (centres undefined) |
| 1.8 | 4 | 5 | 1 | 105 | 58 | -2 | -2 | 0 | COc1ccc2c(C)c(C(=O)N3CC[C@@H](N4CCC(O)CC4)[C@H](O)C3)oc2c1 |
| -1.6 | -1 | 0 | 3 | 107 | 44 | -3 | 8 | 1 | CCO[C@@H]1OC(C(=O)N2CCN(C)CC2)=C[C@H](c2coc3ccccc3c2=O)[C@H]1CCCO |
| 0.2 | -1 | -5 | -4 | 107 | 25 | -10 | 0 | -2 | Cc1cc(SCC2=NNC(=O)C2)c(Cl)cc1Cl |
| -0.7 | 0 | -7 | 1 | 106 | 19 | -2 | 3 | 1 | CC(C)(C)C(=O)C(Cc1ccccc1Cl)n1cncn1 (centres undefined) |
| -0.8 | 8 | 1 | 0 | 110 | 21 | -6 | 6 | -6 | C=CCNC(=O)NC(=O)COC(=O)C(C)Oc1ccc(Cl)cc1Cl (centres undefined) |
| 1.5 | -2 | -26 | 8 | 104 | 24 | -9 | 3 | -3 | COc1ccc(C2c3[nH]c4ccccc4c3C[C@H]3C(=O)N(CCCO)CC(=O)N23)cc1OC (some centres undefined) |
| 4.0 | . | 4 | . | . | . | -6 | 2 | -1 | N#Cc1ccc(Oc2ccc(C#N)c(C#N)c2)cc1C#N |
| 11 | -5 | 33 | 0 | 109 | -2 | -5 | -1 | -9 | COc1ccc(CC(=O)Nc2cccc(-c3ccc4nnc(C)n4n3)c2)cc1 |
| -0.9 | -2 | -9 | -1 | 98 | 35 | -7 | -3 | 0 | NC(=O)c1ccccc1NC(=O)CC12CC3CC(CC(Br)(C3)C1)C2 |
| -0.3 | -2 | 0 | 3 | 99 | 43 | -3 | -2 | -2 | CC(C)(C)NC(=O)CSc1nc2ccccc2c(=O)[nH]1 |
| -0.9 | -13 | 0 | 0 | 108 | -34 | -4 | -17 | -5 | COc1ccc(NC(=S)N2CCN(C(c3ccccc3)c3ccccc3)CC2)cc1OC |
| -0.1 | . | 3 | 9 | . | . | -5 | 1 | 0 | C=C[C@@H]1c2ccccc2N(S(=O)(=O)c2ccc(C)cc2)[C@H](c2ccc(OC(C)=O)cc2)C1(C#N)C#N |
| 0.5 | 8 | 0 | 2 | 96 | 18 | 1 | 0 | 2 | CCCN(Cc1cc2ccc(C)cc2[nH]c1=O)C(=O)c1ccccn1 |
| -1.2 | -1 | -5 | -1 | 102 | 18 | -6 | 10 | 6 | O=C(Cn1cncn1)N/N=C/c1ccccc1O |

4 entries from above, sorted by the number in PHOSPHO1 block, descending:
SMILES	PHOSPHO1 block
Cc1cc(SCC2=NNC(=O)C2)c(Cl)cc1Cl	25
CC(C)(C)C(=O)C(Cc1ccccc1Cl)n1cncn1 (centres undefined)	19
O=C(Cn1cncn1)N/N=C/c1ccccc1O	18
CCN(CC)C(=O)c1c(C)[nH]c(=S)c(C#N)c1-c1ccco1	-1

Part of the list above in order of formula weight, high to low.
| CRFBP-R2 agonist | pCIP destab | CRFR2-BP antag | IDE cell inh | MEKK3 PB1 HTS | PHOSPHO1 block | GalR3 antagonist | M4 PAM | IDE cell activ | SMILES |
| --- | --- | --- | --- | --- | --- | --- | --- | --- | --- |
| -3.4 | -20 | 5 | 1 | 96 | 6 | -8 | 4 | 1 | COc1ccc(NCc2nnc(SCC(=O)Nc3ccccc3OC)o2)cc1 |
| -0.9 | -2 | -9 | -1 | 98 | 35 | -7 | -3 | 0 | NC(=O)c1ccccc1NC(=O)CC12CC3CC(CC(Br)(C3)C1)C2 |
| -0.3 | -2 | 0 | 3 | 99 | 43 | -3 | -2 | -2 | CC(C)(C)NC(=O)CSc1nc2ccccc2c(=O)[nH]1 |

Other entries
| CRFBP-R2 agonist | pCIP destab | CRFR2-BP antag | IDE cell inh | MEKK3 PB1 HTS | PHOSPHO1 block | GalR3 antagonist | M4 PAM | IDE cell activ | SMILES |
| --- | --- | --- | --- | --- | --- | --- | --- | --- | --- |
| 1.8 | 6 | 6 | -1 | 85 | 12 | -2 | -9 | 1 | CC(C)CNC(=S)N1CCN(C)CC1 |
| 0.3 | 2 | -9 | 5 | 72*[inhibitor] | 14 | -2 | -1 | 4 | O=C(CN1C(=O)c2ccccc2S1(=O)=O)NCc1ccc(F)cc1 |
| 7.3 | . | 16 | 4 | . | . | -1 | 1 | 0 | Cn1c(CNC(=O)c2ccco2)nnc1SCC(=O)Nc1ccc(Cl)cc1 |
| -0.7 | -10 | 23 | 0 | 95 | 2 | -1 | 0 | 1 | CC(OC(=O)c1cc(Cl)ccc1[N+](=O)[O-])C(=O)NC(C)c1ccc(F)cc1 (centres undefined) |
| 28 | . | -6 | . | . | . | -7 | 5 | 3 | O=C1C=CC(=O)c2c(O)c(CO)c(CO)c(O)c21 |
| -0.5 | -7 | 5 | -4 | 114 | -14 | -2 | -4 | 3 | CC(C)(CNS(=O)(=O)c1ccc(F)cc1)CNS(=O)(=O)c1ccc(F)cc1 |
| -0.5 | 4 | 1 | 0 | 101 | 30 | -2 | 13 | -5 | CCN(CC)CCNC(=O)c1ccc(NC(=O)Cc2ccsc2)cc1 |
| -2.9 | . | -16 | -4 | . | . | -6 | 6 | 0 | Cc1cc(-n2c(C)cc(C(=O)COc3ccc(Cl)cc3C(N)=O)c2C)no1 |
| -1.1 | -1 | -5 | -2 | 105 | 12 | -5 | 9 | 4 | COc1ccc(S(=O)(=O)N(CC(N)=O)C2CCCCC2)cc1Cl |
| -0.7 | -7 | 24 | 0 | 102 | 18 | -3 | 3 | -2 | COc1ccc(N2CCN(C(=O)COC(=O)CNC(=O)c3ccccc3)CC2)cc1 |
| -0.1 | 2 | -9 | -5 | 97 | -46 | 1 | 2 | -1 | Cc1ccc(-c2cc(-c3ccccc3)[nH]c(=S)c2C#N)cc1 |
| 1.5 | 1 | -23 | 3 | 106 | 6 | -4 | 0 | 6 | O=C(Cn1c2c(sc1=O)C1c3ccccc3OCC1CS2)Nc1ccc(Cl)c(Cl)c1 (centres undefined) |
| -0.6 | . | 15 | 0 | . | . | -1 | 1 | -1 | CCN(C[C@H]1N[C@@](Cc2ccccc2)(C(=O)OC)[C@H]2C(=O)N(C)C(=O)[C@@H]12)C(=O)c1ccc(C(C)(C)C)cc1 |
| 3.2 | -16 | 10 | 3 | 95 | -24 | -4 | -1 | 3 | COCCn1c(-c2ccccc2)cnc1SCC(=O)Nc1cccc2ccccc12 |
| 0.2 | -12 | -4 | -4 | 100 | 6 | 0 | 1 | 3 | CCCCNC(=O)Nc1ccccc1C(=O)NCc1ccco1 |
| -0.5 | -7 | -9 | 8 | 98 | 16 | -4 | 4 | -12 | CCOC(=O)c1cnc2c(cnn2C)c1NCc1ccc(OC)cc1 |
| -4.7 | -15 | -15 | 3 | 107 | 2 | 2 | -1 | 3 | CCCCCn1c(SC(C)C(C)=O)nc2c1c(=O)[nH]c(=O)n2C (centres undefined) |
| -0.5 | . | -5 | . | . | . | 0 | -3 | 1 | O=[N+]([O-])c1cccc(COc2ccccc2CN2CCOCC2)c1 |

Reprinted at random: 2 entries already listed, in no set order.
| CRFBP-R2 agonist | pCIP destab | CRFR2-BP antag | IDE cell inh | MEKK3 PB1 HTS | PHOSPHO1 block | GalR3 antagonist | M4 PAM | IDE cell activ | SMILES |
| --- | --- | --- | --- | --- | --- | --- | --- | --- | --- |
| -0.9 | -2 | -9 | -1 | 98 | 35 | -7 | -3 | 0 | NC(=O)c1ccccc1NC(=O)CC12CC3CC(CC(Br)(C3)C1)C2 |
| -1.1 | -1 | -5 | -2 | 105 | 12 | -5 | 9 | 4 | COc1ccc(S(=O)(=O)N(CC(N)=O)C2CCCCC2)cc1Cl |
